# From PubChem
# G9a block: inhibitors of human histone lysine methyltransferase G9a | Q96KQ7 | G9a H3K9 monomethylation, AlphaScreen, 2 h | Potency, µM (doses to about 102 µM), without a hit: at the highest dose activity, negative = inhibition, actives largely listed as inhibitors | 350,000 compounds, 8.8% hits | AID 504332; also: % is scaled to controls: 0 for no effect and ±100 for the full control effect; nearly all actives have a fitted effect of over 75% in size
#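 Compounds were preincubated with 20 nM G9a for 15 min, after which biotinylated H3K9 peptide (500 nM) and SAM (20 uM) started a 2 h room-temperature reaction. Monomethylated product was quantified by antibody-based AlphaScreen chemiluminescence.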
# POLH inh: blocks human DNA polymerase eta activity; recombinant Pol eta, fluorescent DNA replication assay; 390,000 compounds, 1.2% hits; Q9Y253; Potency, µM (top dose mostly 114 µM), for inactives: top-dose activity change, negative = inhibition, actives largely listed as inhibitors; also: % is scaled to controls: 0 for no effect and ±100 for the full control effect
#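 Fluorescent replication assay: 50 nM final substrate added after a 15 min room-temperature compound preincubation with 10 nM enzyme. Signal taken at 0 min and again at 10 min.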
# BLM helicase inh: blocks DNA unwinding by human BLM helicase. 350,000 compounds, 0.2% hits. Potency, µM (top dose mostly 56.1 µM), inactives show top-dose activity change, negative = inhibition, hits mostly inhibitors. recombinant BLM DNA unwinding, fluorescence dequenching. AID 2528;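 also: plate controls were vehicle for no effect and no enzyme for full effect; nearly all actives have a fitted effect of over 35% in size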
# Target sequence (P54132 whole entry, looked up): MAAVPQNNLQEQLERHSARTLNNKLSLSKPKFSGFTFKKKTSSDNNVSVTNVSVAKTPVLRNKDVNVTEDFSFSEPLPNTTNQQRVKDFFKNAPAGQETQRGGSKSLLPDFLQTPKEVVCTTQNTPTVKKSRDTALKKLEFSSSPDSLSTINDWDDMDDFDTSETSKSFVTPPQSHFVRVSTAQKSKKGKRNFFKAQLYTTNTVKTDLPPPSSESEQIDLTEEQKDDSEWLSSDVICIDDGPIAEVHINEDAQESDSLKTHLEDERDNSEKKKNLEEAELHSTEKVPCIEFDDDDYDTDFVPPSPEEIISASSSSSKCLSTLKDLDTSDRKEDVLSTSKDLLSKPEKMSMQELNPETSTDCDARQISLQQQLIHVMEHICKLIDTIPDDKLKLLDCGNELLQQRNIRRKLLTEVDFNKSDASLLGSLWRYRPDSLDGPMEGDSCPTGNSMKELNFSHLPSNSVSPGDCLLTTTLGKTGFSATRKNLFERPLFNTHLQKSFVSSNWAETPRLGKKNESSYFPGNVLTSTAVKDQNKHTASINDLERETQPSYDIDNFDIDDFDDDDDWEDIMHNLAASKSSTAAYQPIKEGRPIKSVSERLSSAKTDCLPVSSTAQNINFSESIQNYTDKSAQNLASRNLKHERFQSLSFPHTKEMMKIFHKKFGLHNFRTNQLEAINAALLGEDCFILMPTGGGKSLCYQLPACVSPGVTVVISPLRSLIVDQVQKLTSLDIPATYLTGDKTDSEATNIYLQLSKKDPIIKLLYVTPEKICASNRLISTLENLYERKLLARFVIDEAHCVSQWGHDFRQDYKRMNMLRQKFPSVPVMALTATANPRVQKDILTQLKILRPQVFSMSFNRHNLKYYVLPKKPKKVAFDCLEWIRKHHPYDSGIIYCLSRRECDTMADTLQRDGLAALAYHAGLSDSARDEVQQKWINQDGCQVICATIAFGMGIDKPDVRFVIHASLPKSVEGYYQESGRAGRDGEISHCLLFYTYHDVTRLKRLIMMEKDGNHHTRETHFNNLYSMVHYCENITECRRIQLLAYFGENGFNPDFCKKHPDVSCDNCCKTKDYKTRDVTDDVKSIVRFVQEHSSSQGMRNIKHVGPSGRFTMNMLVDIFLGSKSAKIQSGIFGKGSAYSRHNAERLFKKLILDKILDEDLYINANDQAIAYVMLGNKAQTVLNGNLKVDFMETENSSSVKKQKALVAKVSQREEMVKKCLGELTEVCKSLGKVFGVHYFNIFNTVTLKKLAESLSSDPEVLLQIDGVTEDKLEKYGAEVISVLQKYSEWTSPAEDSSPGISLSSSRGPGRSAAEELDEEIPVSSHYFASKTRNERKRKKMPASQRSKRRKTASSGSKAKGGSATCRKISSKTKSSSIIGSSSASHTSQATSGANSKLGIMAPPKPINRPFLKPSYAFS
# POLI inh: inhibitors of human DNA polymerase iota; Q9UNA4; Potency, µM (doses to about 115 µM), inactives show at the top dose activity, negative = inhibition, hits mostly inhibitors; 390,000 compounds, 1% hits; Pol iota fluorescent replication assay, 10 min; AID 588590
#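 Pol iota at 10 nM preincubated 15 min with compounds at room temperature; reaction started with fluorescent substrate, 50 nM final. Fluorescence read kinetically at 0 and 10 min; buffer-only wells as negative control.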
# JMJD2A Tudor: inhibitors of human JMJD2A Tudor domain. AlphaScreen JMJD2A-Tudor / H3K4me3 peptide binding. O75164. Potency, µM (doses to about 114 µM), without a hit: top-dose activity change, negative = inhibition, usual class: inhibitors. 390,000 compounds, 4.4% hits; also: % is scaled to controls: 0 for no effect and ±100 for the full control effect; nearly all actives have a fitted effect of over 50% in size
# Pol kappa inh: blocks human DNA polymerase kappa activity | Q9UBT6 | purified Pol kappa, fluorescent DNA synthesis assay, 10 min | Potency, µM (series often up to 107 µM), without a hit: at the top dose activity, negative = inhibition, most hits filed as inhibitors | 400,000 compounds, 0.53% hits; also: % is scaled to controls: 0 for no effect and ±100 for the full control effect
#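 Kinetic fluorescence screen: compound preincubated 15 min RT with 10 nM enzyme; 50 nM substrate (final) initiates; reads at 0/10 min.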
# APEX1 inh: APE1 (human) endonuclease inhibition. P27695. recombinant APE1, TAMRA/BHQ-2 abasic DNA cleavage fluorescence. Potency, µM (titrated, usually from 65.8 µM), for inactives: top-dose activity change, negative = inhibition, most hits filed as inhibitors. 350,000 compounds, 0.35% hits. AID 2517;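 also: plate controls were vehicle for no effect and reference inhibitor for full effect; nearly all actives have a fitted effect of over 55% in size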
#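 Readout is kinetic fluorescence (ex 525, em 598 nm) from cleavage of 50 nM TAMRA/BHQ-2 THF abasic duplex by 0.75 nM APE1, compound added 15 min beforehand at RT.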
# BAZ2B inh: BAZ2B (human) inhibition; AID 504333; Potency, µM (doses to about 114 µM), without a hit: at the top dose activity change, negative = inhibition, most hits filed as inhibitors; 360,000 compounds, 4.4% hits; AlphaScreen BAZ2B-H3K14Ac peptide displacement; Q9UIF8; also: % is scaled to controls: 0 for no effect and ±100 for the full control effect; nearly all actives have a fitted effect of over 60% in size
#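 AlphaScreen luminescence quantifies BAZ2B engagement of H3K14Ac peptide; the protein and biotinylated peptide are both at 50 nM final, buffer PBS pH 7.4 with 0.01% Tween-20, all steps at room temperature.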
# Pol beta inh: inhibitors of human DNA polymerase beta; 340,000 compounds, 1.3% hits; Potency, µM (highest dose often 114 µM), for inactives: at the highest dose activity change, negative = inhibition, most hits filed as inhibitors; P06746; AID 485314; Pol beta primer extension/strand displacement, fluorescence kinetic; also: % is scaled to controls: 0 for no effect and ±100 for the full control effect
#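 Pol beta (10 nM) was preincubated with compound for 15 min at room temperature. The reaction was then started with 50 nM substrate and read immediately and after a further 10 min at room temperature.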
# * = called active by the depositor; ? = inconclusive; . = not tested or not shown; [ ] = dose if it differs, or a comment. Calls follow the shape of the dose curve; as a rule, active = well fitted curve in the direction sought with a large enough effect; inconclusive = small, poorly fitted or top-dose-only effect, or another doubt; inactive = no such curve, though single readings can be large; an effect the other way counts as inactive or inconclusive. Potency is read from the fitted curve at half-maximal effect. Only part of the results is shown; rates above refer to the full screens.
Pol beta inh,BLM helicase inh,APEX1 inh,POLI inh,Pol kappa inh,G9a block,POLH inh,BAZ2B inh,JMJD2A Tudor,molecule
33.9%,4.5%,6.7%,19.6%,7.7%,-20.6%,6.0%,12.2%,-9.0%,Cc1cc(C)c2c(n1)nn1c(C)c(CCC(=O)NCc3ccco3)c(C)nc21
40.2%,-1.7%,3.5%,112.0%[activator],3.6%,9.8%,3.8%,-6.3%,-1.1%,CCOc1cccc(N(C(=O)CNC(=O)c2ccco2)C(C(=O)NCC2CCCO2)c2ccccc2)c1 (configuration not stated)
16.7%,-1.6%,.,4.4%,-10.1%[60.1 µM],10.1%[59 µM],-10.2%,-18.0%,2.2%,O=C(NCCc1csc2nc(-c3cccc(F)c3)nn12)c1ccc(Br)o1
.,.,.,-4.8%,-14.5%,.,-18.8%,.,-28.6%,Cc1ccc(S(=O)(=O)N2CCOCC2)cc1NC(=O)COC(=O)c1cccc(Cl)c1Cl
.,.,.,-15.6%[58.9 µM],-1.5%,.,-10.5%,.,-3.2%,C=CCOc1ccccc1/C=c1\sc2nc(-c3oc4ccccc4c3C)nn2c1=O
1.4%,-3.3%,6.8%,6.3%,2.6%,7.2%,-16.3%,7.2%,1.8%,COC(=O)C(O)(CC(=O)Nc1ccc(C)c(F)c1)C(F)(F)F (configuration not stated)
8.2%,-5.1%,8.2%,10.2%,-13.0%,-19.1%,1.6%,-1.4%,3.3%,CCCCNC(=O)C1CCCNC1=O (configuration not stated)
36.2%,-14.4%,-0.8%,?,4.2%,-2.9%,-18.8%,0.4%,-24.6%,N#Cc1ccc(/C=C/C(=O)c2ccc3c(c2)OCO3)cc1
8.3%,3.1%,-4.8%,-8.5%,2.8%,-33.9%,-8.1%,-5.8%,-0.3%,CCCCOC(=O)c1ccc(NC(=O)C(=O)NCCN(C)C)cc1
-26.0%,2.0%,.,-15.3%,-9.0%,-1.7%[59 µM],-11.7%,-22.5%,9.5%,CCCCNc1nc2c(S(=O)(=O)c3ccc(C)c(C)c3)nnn2c2ccsc12
59.4%,-0.5%,-4.8%,23.7%,-13.6%,.,-5.9%,1.6%,2.1%,CC(Cc1cccs1)NC(=O)CCCn1nnnc1CN1CCOCC1 (configuration not stated)
-28.6%,-6.4%,4.2%,6.8%,-11.2%,-34.8%,-16.7%,-8.3%,-29.5%,CC(=O)Nc1ccc(/C=N/Nc2nc3ccccc3[nH]2)cc1
.,4.6%,14.6%,.,?,6.7%[2.33 µM],.,.,.,CCCCCCCCCCCCC(C(=O)O)C(C)C(=O)O (configuration not stated)
5.6%,-8.0%,-1.9%,?,-6.8%,?,-17.6%,-9.0%[57.1 µM],-32.9%,CCCCCC/C(C)=C1/SC(=S)NC1=O
-7.5%,-14.3%,10.7%,20.9%,2.6%,5.9%[59 µM],-14.8%,-17.2%,-11.7%,Cc1ccc(C2CC(=O)C(C=NCCN3CCN(CC(=O)Nc4cc(C)cc(C)c4)CC3)=C(O)C2)cc1 (configuration not stated)
?,-0.3%,1.9%,-18.1%,-19.5%,34.9%,-9.7%,-2.2%,0.7%,O=C(NC1CCCCC1)C(=S)N1CCCC1
.,.,.,103.5%[activator],-4.3%,.,-19.2%,.,41.4%[activator],CC(=O)Oc1ccc(C23c4ccccc4C2(OC(C)=O)c2cc(OC(C)=O)ccc23)cc1 (configuration not stated)
13.6%,3.0%,.,39.5%[activator],-6.9%,-29.8%[59 µM],-17.5%,-0.9%[57.1 µM],-14.9%,Cc1nc(N2CCCC2)c2c(C(=O)N3CCN(c4ccccc4)CC3)c(C)oc2n1
-29.2%,-3.8%,32.0%,137.0%[activator],-1.1%,56.2%[activator],-19.0%,4.8%,0.7%,Clc1ccccc1OCCn1nnc2ccccc21
17.8%,-8.0%,4.3%,-20.3%,-8.1%,-10.2%[59 µM],-8.0%,-5.7%,-10.3%,CCOc1ccc(-n2c(SCC(=O)c3c(N)n(C)c(=O)n(C)c3=O)nnc2-c2cccnc2)cc1

# Five entries from above, with values under each structure:
# Results follow in this order: Pol beta inh | BLM helicase inh | APEX1 inh | POLI inh | Pol kappa inh | G9a block | POLH inh | BAZ2B inh | JMJD2A Tudor
- CCCCCCCCCCCCC(C(=O)O)C(C)C(=O)O (configuration not stated)
    . | 4.6% | 14.6% | . | ? | 6.7%[2.33 µM] | . | . | .
- CCCCCC/C(C)=C1/SC(=S)NC1=O
    5.6% | -8.0% | -1.9% | ? | -6.8% | ? | -17.6% | -9.0%[57.1 µM] | -32.9%
- Cc1ccc(C2CC(=O)C(C=NCCN3CCN(CC(=O)Nc4cc(C)cc(C)c4)CC3)=C(O)C2)cc1 (configuration not stated)
    -7.5% | -14.3% | 10.7% | 20.9% | 2.6% | 5.9%[59 µM] | -14.8% | -17.2% | -11.7%
- O=C(NC1CCCCC1)C(=S)N1CCCC1
    ? | -0.3% | 1.9% | -18.1% | -19.5% | 34.9% | -9.7% | -2.2% | 0.7%
- CC(=O)Oc1ccc(C23c4ccccc4C2(OC(C)=O)c2cc(OC(C)=O)ccc23)cc1 (configuration not stated)
    . | . | . | 103.5%[activator] | -4.3% | . | -19.2% | . | 41.4%[activator]

# Continued:
Pol beta inh,BLM helicase inh,APEX1 inh,POLI inh,Pol kappa inh,G9a block,POLH inh,BAZ2B inh,JMJD2A Tudor,molecule
29.0%,1.7%,12.1%,-6.9%,-5.6%,-43.9%[59 µM],-3.7%,-8.2%,-18.6%,Cc1ccc(C)c(N2C(=O)CC(N3CCN(Cc4ccc5c(c4)OCO5)CC3)C2=O)c1 (configuration not stated)
0.7%,-0.1%,-4.4%,-17.5%,9.1%,?,-5.7%,-13.7%,-10.6%,O=[N+]([O-])c1ccc(Sc2ncc3ccccn23)nc1
2.7%,-5.9%,-1.5%,-14.9%,-21.6%,8.9%,-5.3%,3.5%[57.1 µM],-33.0%,CC(C(=O)N/N=C/c1ccc(N(C)C)c(Br)c1)N(c1ccccc1)S(C)(=O)=O (configuration not stated)
-7.6%,-9.6%,-8.1%,.,.,35.5µM*,.,-7.6%,.,CN(C)c1c(-c2ccccc2)cc(-c2ccccc2)[nH]c1=O
10.0%,-5.6%,-3.1%,111.7%[activator],-0.6%,?,-16.1%,-12.2%,-2.3%,CC(C)(C)N1CSC(=S)N(Cc2ccccc2)C1
.,.,23.7%,1.2%,-12.4%,-10.7%[59 µM],-9.0%,-5.3%,-25.8%,COc1ccccc1-c1nn(-c2ccccc2)cc1C(=O)NCC(c1ccco1)N1CCCC1 (configuration not stated)
1.2%,-12.0%,-7.7%,0.5%,-8.1%,6.7%[0.501 µM],2.2%,-37.6%,-5.0%,Cc1ccc(S(=O)(=O)N/N=C2/CC(c3ccccc3)Oc3ccccc32)cc1 (configuration not stated)
3.2%,1.7%,77.7%[activator],16.3%,1.2%,?,-6.6%,-3.4%,-24.0%,Cc1cc(C(=O)Nc2cccc3ccccc23)co1
-25.9%,-7.8%,?,22.4µM*,?,?,?,-35.4%,-22.7%,O=[N+]([O-])c1ccc(/C=N/N=C/c2ccc([N+](=O)[O-])o2)o1
0.2%,-3.6%,0.7%,24.3%,-13.2%,1.9%,-20.0%,-9.1%,5.9%,O=C(CCCN1C(=O)c2ccccc2C1=O)Nc1nc2ccccc2[nH]1
86.2%,-5.1%,-1.5%,112.1%[activator],-3.8%[60.1 µM],14.0%[12.7 µM],-10.7%,1.5%,-23.2%,Nc1cccc2cnccc12
1.0%,-0.3%,12.3%,17.3%,-9.1%,4.0%[12.7 µM],10.7%,6.3%,0.0%,O=c1cc(O)c(-c2ccccc2Cl)c(Cl)[nH]1
19.6%,0.3%,0.7%,11.3%,2.6%,?,-22.7%,14.2%,3.0%,O=C(NCCc1ccc(C(F)(F)F)cc1)C1COc2ccccc2O1 (configuration not stated)
4.9%,-10.0%,.,-3.8%,-13.8%,-43.3%[59 µM],-7.7%,?,-27.6%,COc1ccc(CNC(=O)c2cc3cccc4c3n2CC(C)S4)cc1OC (configuration not stated)
2.2%,-0.3%,-11.5%,25.2%,4.2%,-5.7%,-8.8%,26.7%,-0.3%,O=C(NCCCO)C(=O)NCc1ccccn1
-9.9%,-5.1%,-5.8%,6.2%,-5.2%,.,-12.5%,?,-33.1%,N=C(N)SCc1nc2ccccc2c(=O)n1-c1ccccc1Cl
0.0%,-0.1%,2.3%,1.6%,-1.8%,3.4%[59 µM],3.2%,10.8%,-28.7%,CN(C)c1ccc(CNC23CN4CN(CN(C4)C2)C3)cc1
8.5%,-3.1%,?,?,-15.4%,3.55µM*,?,-11.1%,?,Clc1ccc(C2=CSC3=Nc4cccc5cccc(c45)N23)cc1
.,.,20.5%,5.0%,-7.1%,.,-13.0%,.,-29.7%,O=C(/C=C/c1ccc(S(=O)(=O)N2CCOCC2)cc1)Nc1cc(F)ccc1F
-1.7%,-1.1%,1.2%,46.0%[activator],-6.5%,8.4%,-23.3%,2.8%,-11.8%[11.4 µM],COc1ccc(-c2nnnn2C(C)C)cc1S(=O)(=O)Nc1ccccc1
.,.,-5.6%,13.8%,14.5%,12.4%[59 µM],-3.6%,-4.6%,-5.7%,Cc1ccc(N2CC(C(=O)NNC(=O)c3ccc(F)cc3)CC2=O)cc1 (configuration not stated)

# One compound at a time, as listed above. Order of values: Pol beta inh, BLM helicase inh, APEX1 inh, POLI inh, Pol kappa inh, G9a block, POLH inh, BAZ2B inh, JMJD2A Tudor
# Listed for Cc1ccc(N2CC(C(=O)NNC(=O)c3ccc(F)cc3)CC2=O)cc1 (configuration not stated) = ., ., -5.6%, 13.8%, 14.5%, 12.4%[59 µM], -3.6%, -4.6%, -5.7%
# Listed for O=c1cc(O)c(-c2ccccc2Cl)c(Cl)[nH]1 = 1.0%, -0.3%, 12.3%, 17.3%, -9.1%, 4.0%[12.7 µM], 10.7%, 6.3%, 0.0%
# Listed for Nc1cccc2cnccc12 = 86.2%, -5.1%, -1.5%, 112.1%[activator], -3.8%[60.1 µM], 14.0%[12.7 µM], -10.7%, 1.5%, -23.2%
# Listed for O=C(NCCc1ccc(C(F)(F)F)cc1)C1COc2ccccc2O1 (configuration not stated) = 19.6%, 0.3%, 0.7%, 11.3%, 2.6%, ?, -22.7%, 14.2%, 3.0%
